Screens (PubChem)
All columns: NCI-60 one-dose screen, growth in % after 48 h at 10 µM unless noted; 100 = growth as untreated, 0 = no growth, -100 = all killed.
UO-31 = UO-31 renal cancer; actives 5.2% (n = 81,000)
A498 = A498 renal cancer cells | actives 5.4% (n = 76,000) | AID 1794774
786-0 = 786-0 renal cancer cells; actives 5.1% (n = 81,000)
RXF 393 = RXF 393 renal cancer cells | actives 6.9% (n = 77,000) | AID 1794773
CAKI-1 = CAKI-1 renal cancer. actives 4.7% (n = 75,000). AID 1794772
TK-10 = TK-10 renal cancer cells. AID 1794769. actives 3.9% (n = 81,000)
ACHN = ACHN renal cancer | actives 4.9% (n = 81,000) | AID 1794771
SN12C = SN12C renal cancer cells; AID 1794767; actives 3.8% (n = 81,000)
PC-3 = PC-3 prostate cancer cells. AID 1794754. actives 3.9% (n = 80,000)
An asterisk follows results filed as active; . = not tested or not shown; & = joins results of further samples. Rule for the calls: active = growth percent below 10; inactive = the rest. This is a random part of the collection; 11% or so of the library scored in one or more.

SMILES	UO-31	A498	786-0	RXF 393	CAKI-1	TK-10	ACHN	SN12C	PC-3
CN(C)CC(=O)C(C#N)c1ccccc1 (configuration not stated)	83.0	105.8	92.5	96.3	.	83.4	.	97.7	85.6
COc1cc2cc(/C=C/C(=O)c3ccc(Nc4nccc(-c5ccc6ccccc6c5)n4)cc3)c(=O)[nH]c2cc1OC	90.2	.	83.7	98.9	96.7	101.6	103.0	87.4	96.7
CCCC1(C=O)NC(=O)N(C)C1=O (configuration not stated)	84.4	91.2	106.4	110.0	98.5	88.3	106.2	105.9	100.1
Cc1ccc(Cl)cc1Nc1nc(C(F)(F)F)ccc1C(=O)N/N=C/c1cccnc1	15.0	34.0	2.0*	11.6	14.3	24.3	10.2	36.4	32.4
O=C(Nc1ccc([N+](=O)[O-])cc1)Nc1ccc2c(ccn2C(=O)c2cccc(F)c2)c1	61.2	57.4	58.4	89.1	48.2	51.4	43.7	61.1	14.8
N=c1sc(Cc2ccc(F)cc2)cn1CC(=O)c1ccc(F)cc1	61.3	99.8	88.1	71.9	44.0	66.4	39.3	90.6	71.3
CC1=CC2=NC(=O)C(c3ccccc3)C(=O)N2C=C1 (configuration not stated)	75.1&77.8	94.9&76.6	100.9&107.2	120.2&106.7	96.4&97.6	109.7&115.7	99.7	116.9&102.1	98.2&120.8
NC(=O)N/N=C\c1c[nH]c2ccccc12	67.7	100.1	104.6	124.7	.	106.1	102.9	101.2	98.0
COc1cc(-c2nn(-c3ccc(NC(=O)Nc4ccc(Cl)c(C(F)(F)F)c4)cc3)cc2-c2ccncc2)ccc1Cl	24.5	6.8*	-52.3*	-30.2*	-5.5*	-3.2*	5.3*	26.2	.
CCCCCCCCCCCCCCCCOc1ccc(S(=O)(=O)NC2CCCCC2)cc1[N+](=O)[O-]	75.2	121.1	106.4	118.0	94.6	108.1	105.2	93.4	86.8
CCCCNC(=S)Nc1ccc(OCc2nc3ccccc3[nH]2)cc1	41.1	96.5	62.3	99.5	40.0	98.8	45.5	64.5	58.2
NS(=O)(=O)c1ccc(N/N=C(\CS(=O)(=O)c2ccccc2)c2cc3ccccc3o2)cc1	91.1	.	97.6	101.9	94.6	99.5	103.9	99.8	96.6
COc1cc(-c2nc(SC(C)C)[nH]c(=O)c2C#N)ccc1OCc1ccccc1	77.9	.	90.5	96.4	95.8	111.2	96.0	88.2	92.9
COc1ccc(C(=O)C2=Cc3cc4ccccc4n3Cc3cnnn32)cc1	91.8	76.5	97.7	106.8	106.3	97.5	119.0	102.2	78.3
CC1=NN(c2ccccc2C)C(=O)C1	67.8	99.5	106.5	121.4	104.2	118.9	101.8	91.6	98.3
O=C(Nc1cccc2ccccc12)c1ccccc1O	49.9	66.7	84.6	97.1	65.6	104.0	84.7	63.2	59.4
Cc1cn(C2CC(O)C(CO)O2)c(=O)n(CCCc2ccccc2)c1=O (configuration not stated)	90.5	112.7	104.8	106.9	104.1	126.2	103.4	95.0	105.9
O=C(CSc1nnc(-c2ccc(Cl)cc2)o1)c1ccccc1	98.1	106.0	92.8	99.9	99.3	97.5	101.2	.	86.9
COc1ccc(/C=N/NC(=O)c2c(Nc3ccccc3)nn(C)c2N)cc1OC	82.8	98.2	102.1	107.4	92.6	107.8	95.7	99.3	96.8
CC(=O)NNc1ccc([N+](=O)[O-])cc1	90.5	116.9	107.6	109.9	104.0	.	105.2	103.5	98.7
Clc1ccnc(SCc2ccccc2)n1	93.8	93.0	90.0	96.0	87.9	93.9	102.3	91.8	91.7
NC(=O)c1cccc(-n2ccc3cc(NC(=O)Nc4ccc(Cl)c(C(F)(F)F)c4)ccc32)n1	77.3	56.9	49.1	2.4*	61.0	83.7	71.3	73.4	53.4
O=C(CCSCCC(=O)N/N=C/c1ccccc1O)N/N=C\c1ccccc1O	74.3	79.6	102.2	109.3	.	104.4	96.4	97.6	87.2
C/C(=N\NC(=O)c1ccncc1)c1ccc(Cl)cc1	94.6	116.1	105.5	167.0	108.2	.	114.8	110.7	94.7
NS(=O)(=O)c1nc(Cl)c2[nH]cnc2n1	81.5	98.3	101.2	133.1	102.3	103.7	106.8	101.3	87.3

Whole records, looked up by structure.
C/C(=N\NC(=O)c1ccncc1)c1ccc(Cl)cc1 is listed as UO-31: 94.6; A498: 116.1; 786-0: 105.5; RXF 393: 167.0; CAKI-1: 108.2; TK-10: .; ACHN: 114.8; SN12C: 110.7; PC-3: 94.7
CC(=O)NNc1ccc([N+](=O)[O-])cc1 is listed as UO-31: 90.5; A498: 116.9; 786-0: 107.6; RXF 393: 109.9; CAKI-1: 104.0; TK-10: .; ACHN: 105.2; SN12C: 103.5; PC-3: 98.7

The main list resumes, starting 4 compounds before the break.
SMILES	UO-31	A498	786-0	RXF 393	CAKI-1	TK-10	ACHN	SN12C	PC-3
NC(=O)c1cccc(-n2ccc3cc(NC(=O)Nc4ccc(Cl)c(C(F)(F)F)c4)ccc32)n1	77.3	56.9	49.1	2.4*	61.0	83.7	71.3	73.4	53.4
O=C(CCSCCC(=O)N/N=C/c1ccccc1O)N/N=C\c1ccccc1O	74.3	79.6	102.2	109.3	.	104.4	96.4	97.6	87.2
C/C(=N\NC(=O)c1ccncc1)c1ccc(Cl)cc1	94.6	116.1	105.5	167.0	108.2	.	114.8	110.7	94.7
NS(=O)(=O)c1nc(Cl)c2[nH]cnc2n1	81.5	98.3	101.2	133.1	102.3	103.7	106.8	101.3	87.3
O=S(=O)(O)c1cccc2cccc(O)c12	82.1	117.2	95.1	129.2	108.4	117.0	110.7	101.9	92.7
CC(=O)N1CCC([C@@]23C[C@@H](OC(=O)CO)[C@@](C)(O2)[C@@H]2CCC(C)=C2[C@@H]3OC(=O)/C=C/c2ccccc2)CC1	84.5	101.1	98.9	118.1	90.2	99.6	102.3	99.0	100.4
CCCC1(/C=N/NC(N)=S)NC(=O)NC1=O (configuration not stated)	86.5	.	108.5	.	99.5	94.7	108.5	102.7	90.4
CS(=O)(=O)c1ccc(C(=O)N2N=C(c3ccccc3)CC2c2ccccc2O)cc1 (configuration not stated)	53.1	93.4	67.1	71.0	67.4	74.6	75.5	83.0	78.7
COc1ccc(/C=C/c2n(Cc3ccc4ccccc4c3)c3ccccc3[n+]2Cc2ccc3ccccc3c2)cc1	-93.0*	-79.8*	-85.7*	-74.7*	-100.0*	-93.7*	-100.0*	-88.8*	-25.1*
Oc1ccc(O)c(O)c1	74.6	88.4	103.0	111.3	100.0	91.1	106.1	102.0	101.4
CN(C)c1ccc(/C=C(/C(=O)c2ccccc2)c2ccccc2)cc1	76.8	104.7	109.5	98.0	97.9	96.0	104.8	105.7	80.9
Cc1cccc2c1S/C(=C/c1ccc(F)cc1)C2=O	73.0	118.7	104.9	116.0	88.0	169.4	95.3	91.5	87.6
COc1ccc2c(c1)c(-c1nnc(N)nc1-c1c[nH]c3ccc(F)cc13)cn2C	75.6	27.5	46.0	47.8	41.6	90.0	64.5	69.5	51.2
CN(C)CSC1=NCCS1	95.8	107.5	102.2	99.4	88.7	94.3	100.5	94.1	102.8
CCOC(=O)c1c(NC(=S)Nc2ccccc2)sc2c1CCC(=O)C2	79.1	85.6	109.8	101.6	85.3	95.7	105.4	75.2	34.3
Cn1c(=O)[nH]c(=O)c2nc(/C=C(\O)c3ccc(F)cc3F)c(=O)[nH]c21	75.6	112.2	104.7	117.3	84.2	117.4	96.5	93.0	.
CCCNC(=O)Oc1ccc(/C(=C(/C)Cc2ccc(OC)cc2)c2ccc(OCCN(CC)CC)cc2)cc1	63.8	94.6	89.2	97.9	102.8	97.8	98.0	88.3	78.5
Nc1nc(SCc2cccc([N+](=O)[O-])c2)c2[nH]cnc2n1	64.7	82.1	98.1	73.6	84.0	90.4	99.6	94.9	92.3
OCc1n(Cc2ccc3ccccc3c2)cc[n+]1Cc1ccc2ccccc2c1	83.5	72.7	80.1	57.3	.	.	108.8	41.7	37.8
COc1cc(NC(=O)[C@@H]2C[C@H]2c2ccccc2)c(C(N)=O)cc1OC	75.7	103.6	104.4	.	96.0	111.3	95.2	93.3	85.3
Cc1nc2ccc(Nc3nc(NCCN)nc(N4CCOCC4)n3)cc2n1Cc1ccccc1	88.6	89.4	92.0	95.2	100.2	117.6	102.2	109.2	117.4
CCOC(=O)c1c(NCC(=O)Nc2ccccc2[N+](=O)[O-])sc2c1CCCC2	89.6	69.8	105.4	110.4	88.3	146.5	97.4	97.3	92.6
COc1ccccc1Nc1nc(SCCC(C)C)nc(-c2cc(OC)c(OC)c(OC)c2)c1C#N	77.5	105.4	102.4	138.4	92.3	124.4	101.8	94.3	91.4
O=C(O)CN1C(=O)CSC1=S	96.9	95.5	108.0	123.6	85.9	123.4	102.7	118.7	104.9
O=C(N/N=C/c1ccccc1Cl)c1cc(-c2nc3ccccc3[nH]2)nc2ccccc12	88.3	84.0	98.8	109.3	87.2	112.3	102.8	101.9	97.5
COc1cccc(/C(C)=C2\SC(=S)NC2=O)c1	74.7	108.4	97.0	111.1	103.7	95.8	105.1	107.8	103.6
O=C(O)c1cccc(N/C=C/C(=O)c2cc3ccccc3oc2=O)c1	63.2	109.2	98.0	94.7	80.7	133.3	97.0	92.7	83.5
O=C(CN1CCCCC1)Nc1nc2ccc(NCc3ccccc3)cc2s1	69.6	91.9	99.4	87.9	77.8	105.7	79.9	85.4	69.5
COc1ccc(-c2cc(=O)oc3c4c(ccc23)OCN(Cc2ccc(F)cc2)C4)cc1	42.7	38.9	65.7	57.0	51.7	62.4	64.7	58.6	54.9
Next part.
SMILES	UO-31	A498	786-0	RXF 393	CAKI-1	TK-10	ACHN	SN12C	PC-3
O=C(c1ccccc1)N(C(=O)c1ccccc1)N1CCCC1	.	105.9	109.6	109.9	91.1	101.1	96.3	100.2	88.4
COc1ccc(/C=C2\N=C(c3ccccc3)OC2=O)cc1	89.1	108.8	100.5	114.1	98.0	104.5	96.8	102.4	100.8
CCOc1c(C#N)c2c(N)ncnc2n1C1OC(CO)C(O)C1O (configuration not stated)	6.4*	-13.0*	76.1	.	.	88.4	33.9	39.2	16.2
N#Cc1cn(-c2ncc(C(N)=O)c(N)n2)nc1N=N	88.0	80.9	97.0	109.1	.	93.7	113.7	107.4	96.6
CNC(=O)c1c(NC(=O)c2ccc(C(C)C)cc2)sc2c(CN(C)C)c(O)ccc12	64.5	58.9	83.9	.	85.1	86.8	66.6	99.4	79.4
COc1ccc2c(c1)CC[C@@H]1[C@@H]2CC[C@]2(C)C3C(=CC(COC(C)=O)C4C(=O)c5cccc(O)c5C(=O)C43)C[C@@H]12 (some centres not stated)	92.0	129.1	88.7	86.6	.	131.0	86.7	102.0	54.6
COc1cc(CNC2=NCCC2)cc(OC)c1OC	79.0	101.9	112.4	120.9	93.6	121.6	93.7	101.2	85.8
Cc1ccc(-c2nc(Nc3ccccc3S(N)(=O)=O)c3ccccc3n2)cc1	50.4	117.9	32.1	51.1	78.0	150.8	74.0	51.8	64.4
CC1CN(Cc2ccccc2)C(=O)N(c2ccccc2)C1=O (configuration not stated)	112.8	85.0	97.1	134.4	80.5	106.4	106.1	108.6	92.6
CCCCN(CCNc1cc(OC)cc2cccnc12)C1CCCC1	70.4	76.0	87.2	.	91.1	118.2	69.4	88.1	78.8
COc1ccccc1/C=C(/C(=O)c1ccccc1)c1ccccc1	75.4	111.3	102.8	105.5	92.8	118.5	99.8	102.3	92.2
O=c1[nH]c2ccccc2cc1-c1nc2ccncc2[nH]1	78.4	88.7	88.6	72.5	.	73.8	72.2	94.3	74.0
CC(=O)Nc1ccc(S(=O)(=O)CI)cc1	90.2	110.1	105.4	88.9	100.7	98.4	95.5	.	97.6
CC(C)C1=C[C@@]23CC[C@@H]4[C@](C)(CCC[C@]4(C)C(=O)NCc4ccccc4)[C@H]2C[C@@H]1[C@H]1C(=O)CCC(=O)[C@H]13	48.1	97.8	87.2	.	88.7	96.9	70.7	83.4	36.9
Cc1ccc2c(CSc3nc(-c4ccc(F)cc4)c(C#N)c(=O)[nH]3)cc(=O)oc2c1	84.8	105.5	99.9	113.0	96.7	98.4	98.6	.	92.9
O=C(CNC1CCCCC1)Nc1ccc(-c2nc3ccccc3s2)cc1	56.5	.	70.6	68.5	86.0	102.9	99.1	86.7	79.7
CCc1c(C)c2ccc(O)c(NC(=O)Nc3cccc(Cl)c3)c2oc1=O	73.1	91.4	93.2	100.4	87.3	73.3	60.6	67.3	48.6
O=[N+]([O-])c1cc(Cl)c(Cl)cc1NS(=O)(=O)c1ccccc1	67.3	82.6	76.1	100.8	85.9	101.6	98.2	81.4	89.4
CC(C)(C)c1ccc(O)c(CNC2CCCCC2)c1	78.9&65.7	91.8&110.1	80.4&96.1	59.5&96.5	97.5&110.9	92.4	91.3&115.6	91.4&102.2	83.8&82.5
O=C(O)C#CC(=O)O	78.5	82.1	107.5	101.7	101.8	105.3	102.4	99.0	95.2
CCOC(=O)c1nn(C2CCCCO2)c2ccc(NC(=O)CN3CCN=C3Cc3cccc4ccccc34)cc12 (configuration not stated)	81.9	74.3	101.0	142.8	90.9	104.4	95.6	94.9	96.4
COc1cc(Cl)cc(-c2nn(C(=O)NCCN3CCCC3)cc2-c2ccncc2)c1	68.5	86.0	80.1	90.4	114.6	50.0	80.4	77.3	98.9
